From PubChem
AID2073: inhibitors of Mint1-CaV2.2 protein interaction, biochemical, HTRF (AID 2073); HTRF protein-protein interaction, Mint1-CaV2.2; higher % means a stronger effect; one-dose inhibition, % at 20 µM; IC50 in µM for titrated hits; 0.19% of 290,000 active; in the data active = inhibition mostly above about 51%, no sharp cut-off; note: some results filed as inactive read as strong as hits
CSM14.1 death rescue: protection against thapsigargin-triggered cell killing – 384-well, CSM14.1, ATP luminescence, primary screen (AID 1222) | cellular ATP content (survival), % at 20 µM, or EC50 in µM where a hit was titrated | CSM14.1 thapsigargin-induced death rescue, ATP luminescence; higher % means a stronger effect | 190,000 tested, under 10 active;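 active = EC50 below 50 µM in the dose-response confirmation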;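 note: death triggered by thapsigargin at about 15 µM added after 2 h compound pretreatment; cell ATP read after overnight thapsigargin exposure of roughly 18 to 22 hours; normalized against plate controls of thapsigargin alone and 5% DMSO vehicle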
XIAP displacement: small molecules displacing peptide from XIAP – biochemical, IAP family, fluorescence polarization (AID 1018) | XIAP BIR domain, fluorescence polarization peptide displacement; higher % means a stronger effect | displacement, % at 20 µM; hits with a dose series show IC50 in µM | 0.007% of 200,000 active; in the data active = displacement above about 50%; note: a part of the inactive calls stands beside numbers as strong as those of hits
Lipid droplet: modulators of hepatic lipid droplet formation. AML12 mouse hepatocytes, oleate lipid droplets, BODIPY imaging. inhibition, % at 6.5 µM. 0.4% of 240,000 active. AID 1656;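 active = lipid droplet intensity inhibited by at least 50%, with more than 500 cells counted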
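Test system: AML12 hepatocytes (mouse); reagent: oleate loading, 100 µM; dosing: one dose, 6.5 µM compound; incubation: overnight exposure; signal: fluorescence imaging, 20x objective, two fields per well; read-out basis: % inhibition of corrected integrated BODIPY droplet signal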
NOD2 inhibition: NOD2 signaling inhibitors, cell-based, luminescence, uHTS, HEK293 (AID 1566); HEK293 NOD2/NF-kB luciferase reporter, luminescence; higher % means a stronger effect; inhibition, % at 4 µM, or EC50 in µM where a hit was titrated; 0.63% of 290,000 active; note: many of its hits are not listed in these tables
M17LAP inhibition: P. falciparum M17LAP inhibitors, primary screen, biochemical, fluorogenic H-Leu-NHMec substrate, 1536-well (AID 1619) | recombinant M17LAP, H-Leu-NHMec fluorogenic kinetic assay; higher % means a stronger effect | inhibition, % at 30 µM; hits with a dose series show IC50 in µM | 0.38% of 220,000 active;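 active = compound inhibiting the enzyme by more than half at any dose during confirmatory dose-response retesting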;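 note: plate controls were full reaction with DMSO carrier for no effect and no enzyme background for full effect; strong numbers were not always called active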
LYP inhibition: inhibitors of LYP phosphatase, biochemical, fluorescence intensity, uHTS (AID 1779); recombinant LYP phosphatase, fluorescence intensity; higher % means a stronger effect; inhibition, % at 11.5 µM, or IC50 in µM where a hit was titrated; 0.054% of 290,000 active;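 note: plate controls were vehicle with enzyme for no effect and no enzyme for full effect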
Siah-1 displacement: blockers of Siah-1 interaction with plectin peptide – biochemical, fluorescence polarization, rhodamine-plectin, uHTS, primary screen (AID 1817) | Siah-1 / rhodamine-plectin peptide fluorescence polarization; higher % means a stronger effect | displacement, % at 20 µM, or IC50 in µM where a hit was titrated | 0.02% of 290,000 active;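 active = displacement of at least 50% at 20 µM, with a fluorescence ratio check between 0.3 and a set limit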;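 note: plate controls were Siah plus tracer with DMSO for no effect and tracer alone without Siah for full effect; strong numbers were not always called active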
P. falciparum M1AAP: malaria alanyl aminopeptidase activity blockers – biochemical, fluorogenic H-Leu-NHMec substrate, 1536-well (AID 1445). recombinant M1AAP, H-Leu-NHMec fluorogenic kinetic assay; higher % means a stronger effect. inhibition, % at 30 µM; hits with a dose series show IC50 in µM. 0.42% of 220,000 active;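 active = primary inhibition above the hit cutoff, then over 50% inhibition at one or more dose response concentrations, cut at about 23% in these data, passing the limit was not always enough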;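 note: plate controls were DMSO full reaction for no effect and no enzyme background for full effect; strong numbers were not always called active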
Lipid droplet cells 6.5 µM: also measured in Lipid droplet; calls as there; cell count; measured here: cell count, cytotoxicity flag;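 cells counted across two imaged fields per well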
An asterisk follows results filed as active; nt = no result given. Cut-off read from the data, not from the text of the source, unless noted: active = inhibition above about 50%; inactive = the rest. These rows are one share of the data; count on the stated rates, not on these rows.

Values in the order: M17LAP inhibition	AID2073	P. falciparum M1AAP	LYP inhibition	Lipid droplet cells 6.5 µM	NOD2 inhibition	XIAP displacement	Lipid droplet	CSM14.1 death rescue	Siah-1 displacement
COc1ccc(-n2c(SCC(=O)Nc3ccc([N+](=O)[O-])cc3OC)nc3ccccc32)cc1
  6%	15%	2%	-6%	571	24%	-2.4%	-6	-1.5%	-5%
Cc1ccccc1C(=O)Nc1ccnc(-c2ccncc2)n1
  12%	4%	-1%	-2%	699	9%	-8.1%	-1	-0.5%	8%
O=C1CCCN1CCC(=O)N1CCCC(N2CCN(c3ccccc3F)CC2)C1 (stereo unspecified)
  nt	14%	nt	-7%	728	-14%	nt	-2	nt	14%
COc1cccc(C(=O)Nc2ncc3c(n2)CC(c2ccc(OC)cc2OC)CC3=O)c1 (stereo unspecified)
  -19%	10%	12%	9%	nt	-17%	-1.7%	nt	-1.1%	-3%
Cc1ccc2c(c1)C(=O)CC(O)(C(F)F)O2 (stereo unspecified)
  -1%	8%	2%	-6%	731	9%	nt	10	nt	-3%
CCn1cc(C(=O)O)c(=O)c2cc(F)c(N3CCN(C(=S)NC(=O)c4c(OC)cccc4OC)CC3)cc21
  nt	5%	nt	-6%	807	16%	nt	4	nt	24%
Cc1nnc(NC(=O)c2cc3ccccc3o2)s1
  nt	11%	nt	0%	791	-28%	nt	0	nt	5%
O=C(CSc1nc2ccccc2n1CCc1ccccc1)c1ccc(O)c(O)c1
  -1%	9.4µM*	10%	9%	660	12%	-6.8%	-9	2.8%	7%
N/C(=N\OC(=O)c1ccc2c(c1)OCO2)c1ccc(Br)cc1
  -3%	8%	-5%	2%	706	-99%	-1.9%	10	-0.5%	5%
Cc1ccc(S(=O)(=O)N2CCOC2CNC(=O)C(=O)NCc2ccccc2)cc1 (stereo unspecified)
  nt	8%	nt	-9%	854	8%	nt	1	nt	-4%
Cc1cc(C(=O)CSc2nnnn2C)c(C)n1CCc1ccc(F)cc1
  0%	-9%	2%	-6%	nt	14%	-6.8%	nt	nt	-3%
COc1ccc2c(c1)C1(Nc3ccccc3C(=O)N1c1ccccc1)C(=O)N2 (stereo unspecified)
  6%	-9%	1%	-1%	nt	4%	-4.5%	nt	0.1%	-4%
O=C(C1CC(=O)N(C2CCCC2)C1)N1CCC(Cc2ccccc2)CC1 (stereo unspecified)
  -6%	34%	-1%	0%	nt	20%	-2.6%	nt	-0.4%	1%
CCOC(=O)C1CCN(C(=O)c2cc(S(=O)(=O)N3CCOCC3)c(Cl)cc2Cl)CC1
  -2%	6%	0%	-3%	nt	-2%	-7.3%	nt	nt	-1%
COC(=O)c1cc(S(=O)(=O)N2CCN(c3cccc(Cl)c3)CC2)c[nH]1
  nt	-3%	nt	-13%	818	-2%	nt	6	nt	8%
Cc1ccnc(SCC(=O)c2ccc([N+](=O)[O-])cc2)n1
  0%	-40%	3%	3%	645	-11%	-5.8%	6	-0.3%	0%
C=CCOc1nc2c(c(=O)n(C)c(=O)n2C)n1Cc1c(Cl)cccc1Cl
  -2%	-3%	1%	-5%	nt	24%	-17%	nt	-1.0%	1%
COc1ccc(NC(=O)/C(C#N)=C/C=C/c2ccco2)cc1
  1%	57%	1%	19%	541	-4%	-8.6%	-50	-0.3%	16%
O=C(N/N=C\CCc1ccccc1)c1ccco1
  -4%	5%	5%	-6%	613	10%	-19%	-2	-0.2%	10%
CCCC(C(=O)N1CCOCC1)N1C(=O)C2C3C=CC(C3)C2C1=O (stereo unspecified)
  20%	6%	5%	-7%	nt	10%	-5.3%	nt	-0.3%	0%
O=C(NCCN1CCCCC1)/C(=N\O)c1ccccc1
  -2%	3%	-1%	-5%	nt	-1%	2.0%	nt	0.7%	-1%
CCN1CCCc2cc(CN(CCN3CCOCC3)C(=O)Nc3ccc(C)c(C)c3)ccc21
  7%	-36%	5%	1%	793	-24%	-9.3%	13	1.5%	-1%
O=C(CCN1CCOCC1)Nc1ccc2c(c1)CCC2
  -2%	0%	-10%	-3%	632	-3%	-4.4%	-4	nt	2%
Cc1cc(C)c2c(N)c(C(=O)c3ccc(Cl)cc3Cl)sc2n1
  5%	-1%	1%	-4%	646	21%	-3.2%	-8	-3.3%	-3%
CC(/C=C/c1ccccc1)NC(N)=O (stereo unspecified)
  -7%	-2%	8%	3%	nt	-5%	-2.1%	nt	-1.8%	-1%
CCc1nnc(NC(=O)c2ccc(S(=O)(=O)N3CCCC(C)C3)cc2)o1 (stereo unspecified)
  nt	5%	nt	-9%	822	16%	nt	-1	nt	5%
Cn1c(SCC(=O)N2CCN(c3ccccc3)CC2)nnc1-c1ccncc1
  -2%	13%	1%	-2%	716	16%	-14%	0	-1.1%	0%
CCOC(=O)c1c(NC(=O)CSc2nnc(C)c(=O)[nH]2)sc(C)c1C
  12%	6%	7%	-6%	601	-14%	-6.2%	4	-0.1%	-5%
CC(=O)N(C)c1ccc(NC(=O)c2ccco2)cc1
  4%	-7%	7%	0%	622	-30%	-8.2%	11	-2.9%	1%
COc1ccc(NC(=S)NCCc2ccccc2)c(C)c1
  nt	-9%	nt	-7%	834	2%	nt	12	nt	-1%

Of the compounds above, these have a thiophene ring, fused or not:
Values in the order: M17LAP inhibition	AID2073	P. falciparum M1AAP	LYP inhibition	Lipid droplet cells 6.5 µM	NOD2 inhibition	XIAP displacement	Lipid droplet	CSM14.1 death rescue	Siah-1 displacement
Cc1cc(C)c2c(N)c(C(=O)c3ccc(Cl)cc3Cl)sc2n1
  5%	-1%	1%	-4%	646	21%	-3.2%	-8	-3.3%	-3%
CCOC(=O)c1c(NC(=O)CSc2nnc(C)c(=O)[nH]2)sc(C)c1C
  12%	6%	7%	-6%	601	-14%	-6.2%	4	-0.1%	-5%

(listing goes on)
Values in the order: M17LAP inhibition	AID2073	P. falciparum M1AAP	LYP inhibition	Lipid droplet cells 6.5 µM	NOD2 inhibition	XIAP displacement	Lipid droplet	CSM14.1 death rescue	Siah-1 displacement
Cc1ccc(NC(=O)CN(C)CC(=O)Nc2ccccc2C(=O)Nc2ccccc2)cc1
  -18%	4%	1%	-1%	613	4%	-8.4%	-16	4.0%	-1%
N#C/C(=C\c1ccc(OC(F)F)cc1)C(=O)N1CCCCC1
  -1%	6%	-4%	-6%	714	-6%	nt	2	nt	11%
CCCOC(=O)c1ccc(NC(=O)c2ccoc2C)cc1
  0%	34%	3%	2%	746	-11%	-30%	28	-3.5%	-4%
CCOc1cc(-c2noc(-c3ccncc3)n2)cc(Br)c1OC
  0%	-2%	1%	-10%	nt	21%	1.1%	nt	2.1%	0%
C=CCOC(=O)C1=C[C@H](c2cn(C(C)=O)c3ccccc23)C[C@H](OCCCCO)O1
  3%	18%	1%	-4%	678	7%	-5.2%	-2	-2.7%	2%
S=c1[nH]nc(-c2ccncc2)n1/N=C/c1cccc(Cl)c1
  11%	-44%	7%	-6%	667	7%	nt	24	nt	11%
COc1ccc(-c2cc(-c3ccccc3)c(C#N)c(S(C)=O)n2)cc1 (stereo unspecified)
  -75%	27%	14%	-14%	761	14%	-2.6%	14	2.4%	1%
c1cc2c3c(cccc3c1)NC1(CCCCC1)N2
  23%	30%	14%	-6%	719	12%	-1.2%	-27	-2.1%	2%
CC(C)(C)OC(=O)N1CCC(c2c(C(=O)N3CCN(C(=O)c4ccco4)CC3)cnn2-c2ccc(F)cc2)CC1
  nt	1%	nt	-7%	742	-17%	nt	-2	nt	8%
O=C(COC(=O)c1cccc(S(=O)(=O)NCc2ccccc2)c1)c1ccc2c(c1)OCCO2
  -1%	5%	1%	0%	600	19%	-4.1%	5	-0.9%	2%
O=C(Cc1cccs1)Nc1ccccc1
  nt	4%	nt	-8%	786	5%	nt	-14	nt	-1%
Cc1nn(CCCC(=O)NCc2ccccc2)c(C)c1[N+](=O)[O-]
  0%	10%	2%	0%	629	4%	-21%	-16	4.7%	8%
Cc1ccc(S(=O)(=O)NCC(=O)N(CC(=O)NC2CCCC2)CC2CCCO2)cc1 (stereo unspecified)
  nt	9%	nt	-5%	808	3%	nt	-14	nt	-4%
O=C1SCC(c2ccccc2)=NN1Cc1ccccc1
  4%	0%	2%	1%	617	23%	-5.8%	0	7.9%	31%
Cc1cccc(N2CC(O)(c3cccs3)[N+]3=C2CCCC3)c1C (stereo unspecified)
  -2%	-2%	2%	0%	688	-6%	-5.3%	7	0.3%	0%
CN(C)C(=O)COc1ccc(Br)cc1
  0%	2%	7%	-4%	626	6%	-11%	10	4.2%	-5%
N#Cc1ccccc1S(=O)(=O)N1CCN(c2cnccn2)CC1
  -11%	13%	12%	1%	651	10%	-2.6%	-8	-0.4%	3%
O=C(NCCn1cc(SCc2ccc(F)cc2)c2ccccc21)c1c(F)cccc1F
  -5%	-5%	-4%	7%	711	-19%	-22%	-120	-1.8%	3%
S=c1nc(-c2ccccc2)n(CCCn2ccnc2)c2c1CCCC2
  29%	1%	13%	3%	650	3%	34%	-24	nt	0%
CCOc1ccccc1N1C(=O)c2cccnc2C1=O
  -7%	5%	2%	-8%	nt	14%	-2.3%	nt	0.6%	1%
COc1ccc(C2C(C(C)=O)=C(Nc3ccccc3)CC(C)(O)C2C(C)=O)cc1OC (stereo unspecified)
  24%	-13%	6%	-5%	759	1%	-0.9%	19	-1.9%	-6%
CCOc1ccc2nc(NS(=O)(=O)c3cccs3)sc2c1
  nt	0%	nt	-8%	795	-4%	nt	-6	nt	8%
NC(Cc1ccc(OC(F)F)cc1)C(=O)O (stereo unspecified)
  3%	-3%	0%	-8%	741	1%	nt	-3	nt	0%
O=C(NCCC1=CCCCC1)c1ccc(Br)o1
  4%	-7%	7%	-7%	689	-35%	-3.5%	-6	-1.4%	3%
O=C(Nc1ccccc1Cl)c1ccccc1Cl
  10%	6%	3%	-6%	nt	12%	-18%	nt	-1.1%	2%
Cc1nnc(SCCn2c(Br)nc3c2c(=O)[nH]c(=O)n3C)s1
  1%	1%	-2%	-13%	nt	17%	-3.1%	nt	-2.6%	-5%
Cc1ccc(-c2nnc(SCC(=O)NC3CCCc4ccccc43)n2N)cc1 (stereo unspecified)
  8%	12%	7%	1%	676	10%	-5.1%	11	-1.7%	-6%
O=C(/C=C/c1cccc([N+](=O)[O-])c1)Nc1ccc(NC(=O)c2cccs2)cc1
  0%	43%	2%	-2%	614	12%	-36%	2	-0.5%	1%
CN(C)c1ccnc(Nc2ccc(O)cc2)c1C#N
  -5%	35%	3%	-5%	676	10%	-6.8%	20	nt	4%
